Screens as filed in PubChem.
BaF3 parental: parental Ba/F3 cell viability inhibition, counter-screen for JAK2V617F inhibitor project, murine pro-B, CellTiter-Glo luminescence; CellTiter-Glo ATP luminescence; hit rate 1.1% among 220,000; inhibition, % at 5.6 µM; AID 1486, 2009;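 active = inhibition above a per-campaign cutoff, the mean inhibition of all tested compounds plus 3 SD, cut at about 27% in these data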;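 also: 0% = DMSO wells and 100% = JAK Inhibitor I control wells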
NPY Y1 blocker: NPY-Y1 receptor antagonists, primary screen, cell-based; HEK293-CNG Y1 cells, membrane potential fluorescence; NPY at EC95, then isoproterenol; inhibition, % at 3.6 µM; Neuropeptide Y receptor type 1 (Homo sapiens), P25929; hit rate 1% among 200,000; AID 1040, 2008;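 active = inhibition above the campaign mean inhibition of all tested compounds plus 3 SD, cut at about 20% in these data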;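 also: 0% = DMSO wells given NPY plus isoproterenol and 100% = isoproterenol alone without NPY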
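material = HEK293 cells with Y1 receptor plus CNG channel | also added = NPY 25 nM then isoproterenol 1 µM plus Ro 20-1724 25 µM | schedule = dye 3 h, compound 60 min room temperature, stimulation 45 min | measured by = membrane potential fluorescence | benchmarks = high control isoproterenol alone, low control NPY with isoproterenol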
Runt-CBFb FRET: inhibitors of RUNX1 Runt–CBFb binding, primary screen, biochemical, FRET, Cerulean-Runt, Venus-CBFb, uHTS | AID 1496, 2009 | Cerulean-Runt/Venus-CBFb FRET ratio 530/480, 1 h | inhibition, % at 20 µM | hit rate 0.46% among 220,000;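 active = inhibition over about 50% at 20 µM in the single-dose screen, limit read from the data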;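 also: 0% = DMSO wells and 100% = excess unlabeled CBFb competitor control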
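Assay system: Cerulean-tagged RUNX1 Runt domain (FRET donor) fusion protein / Amount: 100 nM each of Venus-CBFb and Cerulean-Runt domain / Medium: Tris buffer pH 7.5 with salts and BSA / Also added: Venus-CBFb 100 nM / Schedule: 1 h complex formation plus 1 h compound treatment, room temperature / Signal: FRET fluorescence / Read-out: loss of energy transfer signal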
S1P4 antagonist: S1P4 receptor antagonists, primary screen, cell-based. S1P4-expressing cells, antagonist mode, reporter read-out. inhibition, % at 4.98 µM. hit rate 0.26% among 220,000; in the data active = inhibition above about 29%;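 also: 0% = wells stimulated with agonist and 100% = vehicle wells without agonist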
Target sequence (O95977 whole entry, looked up): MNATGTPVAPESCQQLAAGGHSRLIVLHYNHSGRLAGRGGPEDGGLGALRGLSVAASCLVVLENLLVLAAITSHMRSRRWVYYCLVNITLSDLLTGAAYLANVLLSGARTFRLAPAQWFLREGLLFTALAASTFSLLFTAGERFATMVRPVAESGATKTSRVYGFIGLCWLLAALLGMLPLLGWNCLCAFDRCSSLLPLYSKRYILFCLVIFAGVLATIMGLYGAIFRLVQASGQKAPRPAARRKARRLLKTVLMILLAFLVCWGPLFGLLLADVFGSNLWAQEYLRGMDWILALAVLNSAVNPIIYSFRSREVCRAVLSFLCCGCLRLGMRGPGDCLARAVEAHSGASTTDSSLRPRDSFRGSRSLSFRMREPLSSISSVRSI
NPY-Y2 PAM-ag: NPY-Y2 potentiators or agonists, primary screen, cell-based; Neuropeptide Y receptor type 2 (Homo sapiens), P49146; cells expressing NPY-Y2, potentiator/agonist read-out; activation, % at 3.6 µM; hit rate 0.45% among 220,000; AID 1359, 2008; in the data active = activation above about 27%;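 also: cells stimulated with NPY near EC25 plus isoproterenol at EC100; 0% = vehicle plus submaximal agonist and 100% = vehicle plus saturating agonist; some results beyond the cut were filed as inactive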
NPY-Y1 PAM-ag: NPY-Y1 receptor potentiators or agonists, primary screen, cell-based; NPY-Y1 expressing cells, potentiator/agonist activation; activation, % at 3.6 µM; hit rate 0.37% among 220,000; AID 1304, 2008; in the data active = activation above about 33%, passing the limit was not always enough;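 also: cells stimulated with NPY at EC10 then isoproterenol at EC100; 0% = low agonist plus stimulus and 100% = saturating agonist plus stimulus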
S1P4 agonist: S1P4 receptor agonists, primary screen, cell-based | activation, % at 4.98 µM | Sphingosine 1-phosphate receptor 4 (Homo sapiens), O95977 | hit rate 0.35% among 220,000 | S1P4-expressing cell line, agonist reporter assay; in the data active = activation above about 11%;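 also: 0% = DMSO vehicle and 100% = reference agonist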
RBBP9 inhibitor: human RBBP9 inhibitors, primary screen, biochemical, fluorescence polarization, FP-Rh probe, HTS; recombinant RBBP9; inhibition, % at 7.94 µM; hit rate 0.2% among 220,000; AID 1515, 2009;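 active = inhibition above the campaign mean of all tested compounds plus 3 SD, cut at about 14% in these data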;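 also: plate controls were DMSO wells with RBBP9 for no effect and wells lacking RBBP9 protein for full effect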
Target sequence (O75884 whole entry, looked up): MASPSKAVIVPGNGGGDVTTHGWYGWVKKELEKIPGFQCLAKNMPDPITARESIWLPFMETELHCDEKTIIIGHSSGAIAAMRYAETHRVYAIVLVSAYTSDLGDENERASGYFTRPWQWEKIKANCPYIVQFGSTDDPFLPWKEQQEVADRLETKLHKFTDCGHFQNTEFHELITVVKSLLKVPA
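System: RBBP9 protein / Quantity: 2.5 µM RBBP9 dispensing solution, before mixing / Also added: Serine-hydrolase probe FP-Rh, 375 nM pre-mixing / Dosing: 7.94 µM single dose, 0.794% DMSO / Timing: enzyme-compound preincubation 30 min, then probe labeling 45 min, 25 °C / Signal: FP readout at 525/598 nm / Controls: DMSO-treated enzyme wells and wells lacking RBBP9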
Ba/F3 V617F tox: reduced viability of JAK2V617F-dependent Ba/F3 cells, primary screen, JAK2V617F inhibitor project, cell-based, Ba/F3 EpoR-JAK2V617F, luminescence | inhibition, % at 5.6 µM | AID 1446, 2008 | ATP luminescence | hit rate 1.1% among 220,000;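 active = inhibition above the campaign mean plus 3 SD over all tested compounds, cut at about 24% in these data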;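 also: cytokine-independent growth of Ba/F3 cells driven by EpoR plus mutant JAK2; 0% = DMSO-treated cells and 100% = JAK inhibitor I control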
Starred values were filed as active, the others as inactive; . = no result given; & = joins results of further samples; ! = not confirmed by another sample.

canonical_smiles	RBBP9 inhibitor	Ba/F3 V617F tox	S1P4 agonist	NPY-Y1 PAM-ag	Runt-CBFb FRET	S1P4 antagonist	BaF3 parental	NPY Y1 blocker	NPY-Y2 PAM-ag
CCOC(CCNC(=O)c1cn(-c2cccc(C)n2)cn1)OCC	-5	-2	-1.2	23	1	-16	7	4	-7
Clc1ccc(/C=N/c2c(-c3ccc(Cl)cc3)nc3n2CCS3)cc1	-6	-3	-1.4	-13	.	-34	5	-3	-4
CSCc1ccc(C(=O)NCc2ccccc2)cc1	-8	-2	0.7	1	2	1	2	-3	-6
CC12CN3CC(C)(CN(C1)C3c1ccccc1)C2O (centres undefined)	-5	2	0.5	-6	.	3	4	2	-12
O=C(CN1C2=NCCN2c2ccccc21)C12CC3CC(CC(C3)C1)C2	3	3	0.8	-97	-2	-9	1	67*	-33
CCOC(=O)N1CCN(CC(=O)c2c[nH]c3ccc(F)cc23)CC1	-7	2	3.2	4	-2	-3	4	5	4
O=C(CNS(=O)(=O)c1ccccc1)NCc1ccccn1	13	-1	0.4	15	0	11	3	6	8
COc1cccc(C(C(=O)NC2CCCCC2)N(C(=O)c2cccs2)c2ccc3c(c2)OCO3)c1 (centres undefined)	-5	-1	3.3	6	-1	-19	0	6	-6
NC(=O)C1(C(N)=O)OC1c1ccccc1 (centres undefined)	0	-2	1.3	8	2	-7	-3	.	-16
O=c1cc(-c2ccc(Cl)c(Cl)c2)[nH][nH]1	-6	1	1.8	-44	-3	-8	2	6	7
O=C(NC1CCCCC1)c1cc(C(=O)c2ccccc2Br)c[nH]1	-12	6	-0.4	-4	-2	-10	2	2	-13
C/C(=N/NC(=O)c1ccccn1)c1ccco1	-2	-1	-0.5	-4	2	12	1	0	12
O=C(NCc1cccnc1)c1cccn1-c1ncc(C(F)(F)F)cc1Cl	-1	1	0.3	13	1	5	2	1	3
O=C(Nc1ccc(-c2nnn(CC(=O)N3CCN(C(=O)c4ccco4)CC3)n2)cc1)c1ccccc1F	0	3	-0.5	4	-1	-17	13	2	-7
CN(CC(=O)Nc1ccc(S(N)(=O)=O)cc1)c1ccccc1	-3	-1	-1.8	-3	0	-20	1	9	-14
O=S(=O)(c1cccc(-c2nnc(SCc3ccc(Cl)cc3)o2)c1)N1CCCCC1	-4	-5	-0.8	-3	-1	-3	-1	0	-1
O=C(O)CCCn1cc(NC(=O)c2ccco2)cn1	0	5	6.5	0	-3	-20	8	-1	-1
Cc1onc(-c2ccccc2)c1C(=O)Nc1ccc2c(C)cc(=O)oc2c1	-4	-1	0.1	9	3	-11	6	4	9
CCOc1ccc(CN(CCC#N)C(=S)NC(=O)c2ccccc2)cc1	-5	-1	0.8	-5	5	-13	6	6	-5
Cc1nc(N)c(C#N)c(-c2cccnc2)c1C	-1	1	1.1	-7	0	-2	4	8	3
CC1=C/C(=N\Nc2ccccc2[N+](=O)[O-])CC(C)(C)C1	-7	0	-0.4	6	27	-9	6	1	14
O=C(Nc1ccc(-c2nnc(-c3ccco3)o2)cc1)C(c1ccccc1)c1ccccc1	-7	-1	1.0	-26	-2	2	2	7	-22
Cc1cc(/C=N/Nc2ccc([N+](=O)[O-])cn2)c(C)n1-c1ccccc1	0	6	2.2	4	-5	-13	17	-1	-18
O=C(c1ccccc1)c1nn(-c2ccccc2)c2nnc(Cc3ccccc3)c(=O)n12	-10	3	2.9	-128	2	-13	4	38*	-53
CCn1c(-c2cc(OC)ccc2OC)csc1=Nc1c(C)n(C)n(-c2ccccc2)c1=O	5	-2	-1.3	14	-1	-12	4	-2	7
CCOC(=O)N1CCC(NC(=O)c2ccc3nc4ccccc4c(=O)n3c2)CC1	-10	-1	0.5	-6	5	-20	1	0	-6
CCSc1nc(=S)n(-c2ccccc2)c(C)c1C(C)=O	0	-3	-1.7	-12	2	-2	5	2	3
Cc1cc(C)c(S(=O)(=O)N2CCCOC2CNC(=O)C(=O)NCCCn2ccnc2)c(C)c1 (centres undefined)	0	1	0.6	1	0	-7	4	-7	9
COc1ccc(C(=O)N2CCN(c3ccccc3OC)CC2)cc1	-9	2	-0.5	11	1	-2	8	-4	5
Cc1ccc(N2C(=O)CC(N3CCN/C3=C3\CC/C(=C\c4ccccc4)C3=O)C2=O)cc1 (centres undefined)	5	0	0.3	-5	-4	12	2	4	-4
Cc1nn(Cc2ccccc2)c2c1C(c1cccnc1)C(C#N)=C(N)O2 (centres undefined)	-11	-1	0.1	-3	0	-5	-2	4	12
CC(=O)/C(C#N)=C1\NC(=O)C(Cc2ccc(C)c(C)c2)S1 (centres undefined)	-1	-2	-0.1	-5	6	-14	5	4	-12
N=c1sccn1CC(=O)Nc1cccc2ccccc12	4	-2	-5.0	3	2	-14	4	0	8
CNC(=O)CSc1nc2c(c(=O)n(C)c(=O)n2C)n1Cc1ccc(C)cc1	-1	0	-1.5	4	0	1	3	1	1
N=c1occ(C(=O)c2cc(F)ccc2O)cc1C(=O)NC1CCCCC1	-5	3	-1.2	6	0	3	6	-1	-7
Cc1cc(OCC(=O)NCc2ccncc2)ccc1Cl	-12	0	0.8	11	-1	-20	3	4	-12
CC(C)(C)C(=O)Nc1ccc(Sc2ccc([N+](=O)[O-])cc2)cc1	-5	6	-0.4	-32	-2	7	13	0	-1
CCOC(=O)c1ccc(NC(=O)CSc2nnc(CNC(=O)c3c(F)cccc3Cl)o2)cc1	0	2	-1.7	37	-2	3	5	-3	15
O=C(CN1CCOCC1)Nc1ccc2c(c1)OC(F)(F)O2	-5	3	1.1	5	2	-5	12	-5	2
C/C(=N\NC(=O)C1COc2ccccc2O1)c1ccc(C)o1 (centres undefined)	-5	0	-0.2	0	3	5	4	2	-3
Cc1nnc(NC(=O)CC(CN(C)S(=O)(=O)c2ccccc2)c2ccccc2)s1 (centres undefined)	-2	-2	-0.1	7	1	-9	8	1	3
O=C(NC1=NCCS1)c1ccccc1OCc1ccccc1Cl	-7	1	-1.4	-2	1	-1	10	8	6
Cc1nnc(SCC(=O)N2CCN(Cc3ccccc3)CC2)s1	-4	-6	0.7	-1	0	-28	-1	-1	-1
O=C(NCc1cccs1)c1cccnc1SCCS(=O)(=O)c1ccc(C(F)(F)F)cn1	0	2	1.5	3	0	-6	3	.	8
O=C(O)CC1S/C(=N/N=C/C=C/c2ccccc2)NC1=O (centres undefined)	-14&-2	3&-3	1.9&-4.4	-16&-21	-2&2	-8&1	97*!	15&10	3&-11
COc1cc(/C=C(/C#N)c2nc3ccccc3[nH]2)ccc1OCC(=O)Nc1ccccc1C	-7	-2	1.4	-21	-206	-13	0	3	14
O=C(c1ccc2c(c1)OCCO2)C1CCN(C(=O)c2ccc(F)c(F)c2)CC1	-5	1	2.7	-2	1	2	6	2	-18
COc1ccc(CC(=O)NCc2cn3ccsc3n2)cc1	3	1	0.3	6	2	8	3	6	-2
CCOc1cc(/C=N/O)ccc1OCC(=O)Nc1cccc(C)c1	-1	4	0.5	-22	-4	-13	10	3	7
OC(CNCC(c1ccco1)N1CCCCC1)c1ccccc1 (centres undefined)	-5	1	2.3	-11	-1	-12	7	6	-9
COc1ccccc1NC(=S)NCc1ccccn1	-4	0	0.3	-17	1	-13	5	3	2
CCOC(=O)c1c(NC(=O)c2ccc(C)cc2)sc2c1CC(C)(C)NC2(C)C	1	-2	0.2	13	-2	6	0	2	17
COC(=O)Nc1ccc2c(c1)ncn2C1CCCCC1	-9	2	0.3	-8	-5	-16	3	3	10
COc1ccc(C2C3=C(N=C4SCC(=O)N42)c2ccccc2CC3)cc1OC (centres undefined)	-10	-2	1.6	9	-1	-4	2	-6	14
CN1CCN(C(=O)C23CC4CC(CC(C4)C2)C3)CC1	-2	-2	2.9	17	1	-7	0	7	-14
COc1ccc(CN=CC2=C(O)CNC2=O)cc1OC	-3	2	1.5	-19	-2	-8	7	-4	-10
Cc1ccc(C(=O)N/C(=C/c2ccco2)C(=O)NCCc2c[nH]c3ccccc23)cc1C	5	-1	0.4	-30	-2	0	4	9	-25
